# Bcl-B TR3 displacers: displacers of TR3 peptide from Bcl-B, primary screen, selectivity assay for Bfl-1 inhibitor project, biochemical, fluorescence polarization | Bcl-2-like protein 10 (Homo sapiens) | FP displacement of FITC-TR3 peptide from Bcl-B; higher % means a stronger effect | displacement, % at 20 µM, or IC50 in µM where a hit was titrated | 96,000 compounds, 0.11% hits | AID 748, 2007;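 active = displacement above 50% at 20 µM plus a fluorescence interference ratio under 1.5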;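 also: plate controls were wells without compound for no effect and wells lacking Bcl-B protein for full effect; a part of the inactive calls stands beside numbers as strong as those of hits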
# IL1B NFkB pot: enhancers of NFkB p65 translocation in HUVEC – imaging, IL-1B stimulus, high-content imaging, primary screen | HUVEC IL-1B NFkB p65 nuclear translocation imaging | activation, % at 2 µM | 94,000 compounds, 0.3% hits | AID 819, 2007;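 active = activation above 40%, about the mean plus 3 SD, also judged a hit on visual image review; inconclusive = activation above 40% but not a hit on visual review; inactive = activation not above 40% and no visual hit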;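 also: percent activation is computed from the nuclear over cytoplasmic p65 intensity ratio; values of inactives mirror those of a sister screen read the other way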
# NFkB transloc inh: inhibitors of IL-1B driven NFkB p65 nuclear import, primary screen, imaging, HUVEC, IL-1B stimulus, high-content imaging; 94,000 compounds, 0.43% hits; HUVEC IL-1B NFkB p65 nuclear translocation imaging; inhibition, % at 2 µM; AID 796, 2007;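 active = inhibition above about 30% together with a positive call from visual inspection of the well image, limit read from the data; inconclusive = inhibition above a set limit but visual check negative; inactive = inhibition not above a set limit, visual check negative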;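 also: nuclear over cytoplasmic p65 intensity ratio measured by imaging; 0% = IL-1B stimulated DMSO wells and 100% = unstimulated DMSO wells; values of inactives mirror those of a sister screen read the other way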
# MRP reversal: reversal of MRP1-mediated doxorubicin resistance, primary screen, H69AR cells, doxorubicin co-treatment; 85,000 compounds, 0.04% hits; H69AR cells + 2 uM doxorubicin, CellTiter-Glo, 72 h; differential viability (reversal), % at 10 µM; AID 602, 2007;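 active = viability drop by adding the cancer drug above about 55%, with treated viability meeting a 40% cutoff, limit read from the data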;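 also: viability without doxorubicin minus viability with 2 µM doxorubicin for each compound; larger differential means the compound sensitizes cells more to doxorubicin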
# PLAP inhibitors HTS: PLAP enzyme inhibitors, biochemical, luminescence, HTS (AID 690). Alkaline phosphatase, placental type (Homo sapiens). purified PLAP, luminescent substrate; higher % means a stronger effect. inhibition, % at 20 µM; hits with a dose series show IC50 in µM. 96,000 compounds, 0.08% hits; in the data active = a potency from the dose series; inactive = the rest, 99 in 100 with inhibition below about 30%; also: strong numbers were not always called active
# MRP reversal cytotoxicity: recorded beside MRP reversal, whose call it bears; viability, %; H69AR cells, CellTiter-Glo, 72 h; measured here: cytotoxicity without doxorubicin
# MRP reversal with doxorubicin: also measured in MRP reversal; calls as there; viability, %; measured here: viability with 2 uM doxorubicin; hits give low values
# NFkB transloc inh cell count 2 µM: recorded beside NFkB transloc inh, whose call it bears; cell count; measured here: cells passing quality filter;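 raw number of nuclei counted in each imaged well without normalization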
# IL1B NFkB pot cell count 2 µM: also measured in IL1B NFkB pot; calls as there; cell count; measured here: cells passing quality filter
# The depositor's hits bear a star; u = inconclusive; x = not tested or not shown. Only part of the results is shown. The share of hits here may be higher or lower than overall.
1) C=CCSc1nnc(NC(=O)c2ccc(S(=O)(=O)NCC3CCCO3)cc2)s1 (centres undefined)
2) COC(=O)C1=C(C(=O)OC)SC(=C2C(=S)C(C)(C)N(C(=O)CC(C)C)c3ccccc32)S1
3) O=C1C2C3C=CC(CO)(O3)C2C(=O)N1c1ccc(-c2ccccc2)cc1 (centres undefined)
4) O=C(Nc1nc(NC(=O)c2ccco2)n(-c2ccccc2)n1)c1ccccc1
5) Cc1cc2c(c(N)n1)c(=O)oc1ccccc12
6) O=C(c1ccc(NS(=O)(=O)c2ccccc2)cc1)N1CCCC1
7) O=C(Cc1c(C(=O)O)[nH]c2ccccc12)Nc1ccc2c(c1)OCO2
8) Cc1c(C(c2ccc([N+](=O)[O-])cc2)c2c(C)n(C)n(-c3ccccc3)c2=O)c(=O)n(-c2ccccc2)n1C

Compound	1	2	3	4	5	6	7	8
Bcl-B TR3 displacers	-6%	3%	-1%	0%	8%	8%	-7%	2%
IL1B NFkB pot	-11	14	20	2	-7	8	-8	-2
IL1B NFkB pot cell count 2 µM	100	218	161	85	112	159	115	118
NFkB transloc inh	11	-14	-20	-2	7	-8	8	2
NFkB transloc inh cell count 2 µM	100	218	161	85	112	159	115	118
MRP reversal	-19	-30	-1	-10	-1	6	-3	x
MRP reversal cytotoxicity	51	17	98	1	71	93	98	x
MRP reversal with doxorubicin	71	47	99	11	71	87	100	x
PLAP inhibitors HTS	-45%	-28%	-46%	-61%	10%	-34%	-16%	-29%

9) CCCc1cc2c(=O)c(-c3ccccn3)coc2cc1OC
10) CCCn1c2c(c(O)c(C(=O)Nc3ccc(C)cn3)c1=O)CCCC2
11) CC(NC(=O)c1ccc(F)cc1)C(c1cccs1)N1CCN(C)CC1 (centres undefined)
12) O=C(NC1CCCCCC1)C1CCCN(S(=O)(=O)c2cnc[nH]2)C1 (centres undefined)
13) N#Cc1nc(COc2ccc(Br)cc2)oc1NCCCn1ccnc1
14) OC(Cn1cncn1)(c1ccccc1)c1ccccc1
15) Cc1nc(NC(C)c2ccccc2)c2oc3ccccc3c2n1 (centres undefined)
16) O=C1C2C3CC(C(Br)C3Br)C2C(=O)N1c1ccccn1 (centres undefined)

Compound	9	10	11	12	13	14	15	16
Bcl-B TR3 displacers	-14%	x	x	18%	-1%	0%	-20%	-11%
IL1B NFkB pot	31	0	37	-5	-19	1	5	10
IL1B NFkB pot cell count 2 µM	205	135	155	173	81	40	152	140
NFkB transloc inh	-31	0	-37	5	20	-1	-5	-10
NFkB transloc inh cell count 2 µM	205	135	155	173	81	40	152	140
MRP reversal	7	4	6	4	8	-12	5	x
MRP reversal cytotoxicity	103	90	96	93	107	89	81	x
MRP reversal with doxorubicin	96	87	90	89	99	101	76	x
PLAP inhibitors HTS	18%	x	x	-11%	-119%	-2%	-38%	13%

17) COc1ccc(Nc2nccc3c2nnn3C)cc1
18) CCOC(=O)N1CC=C2C(C#N)=C(N)C(C#N)(C#N)[C@H](c3ccccc3OCC)[C@H]2C1
19) CN(C)/C=C1/N=C(c2ccccc2)OC1=O
20) O=C(NCc1cccnc1)c1cccc(C(F)(F)F)c1
21) Cc1ccc(S(=O)(=O)CC(=O)NC2CC2)cc1
22) COC(=O)c1sccc1NC(=O)CN(C)NS(=O)(=O)c1ccc(Cl)cc1
23) N#CCn1c(C2CCCCC2)nc2ccccc2c1=O
24) CNC(=O)CCC(=O)Nc1ccc(C(=O)OC)cc1

Compound	17	18	19	20	21	22	23	24
Bcl-B TR3 displacers	7%	6%	-6%	-3%	-2%	-4%	0%	0%
IL1B NFkB pot	14	-7	-10	10	17	12	x	-2
IL1B NFkB pot cell count 2 µM	130	168	124	175	179	145	x	164
NFkB transloc inh	-14	7	10	-10	-16	-12	x	2
NFkB transloc inh cell count 2 µM	130	168	124	175	179	145	x	164
MRP reversal	-9	5	12	15	2	x	9	14
MRP reversal cytotoxicity	85	92	106	95	102	x	90	114
MRP reversal with doxorubicin	93	87	94	80	100	x	81	99
PLAP inhibitors HTS	8%	9%	7%	-6%	12%	7%	14%	8%

# The final 2 records of the part above come first, to join the parts:
23) N#CCn1c(C2CCCCC2)nc2ccccc2c1=O
24) CNC(=O)CCC(=O)Nc1ccc(C(=O)OC)cc1
25) Cc1cnc(NC(=O)CN2CCN(c3ccccn3)CC2)s1
26) O=C(Nn1cnnc1)c1ccccc1-c1ccccc1
27) CC(=O)Nc1cccc(Oc2nc(C)cc(C)c2C#N)c1
28) Cc1cccc(OCCCC(=O)NC(C)C)c1
29) O=C(CN1CCN(CCC(=O)Nc2ccccc2F)CC1)Nc1ccc(Cl)cc1
30) O=C(NC1CCCC1)C(c1ccccn1)N(C(=O)c1csnn1)C1CC1 (centres undefined)
31) COc1ccc2oc(-c3ccc(C)c(NC(=O)CSc4ccc(Cl)cc4)c3)nc2c1
32) Cc1cc(C)n(-c2ccc(C(=O)OCn3nnc4ccccc4c3=O)cc2)n1

Compound	23	24	25	26	27	28	29	30	31	32
Bcl-B TR3 displacers	0%	0%	-1%	-1%	8%	-14%	-27%	0%	-7%	-6%
IL1B NFkB pot	x	-2	7	-4	-24	27	3	11	-2	-15
IL1B NFkB pot cell count 2 µM	x	164	83	131	60	49	111	61	151	93
NFkB transloc inh	x	2	-7	4	24	-27	-3	-11	0	15
NFkB transloc inh cell count 2 µM	x	164	83	131	60	49	111	61	162	93
MRP reversal	9	14	x	-6	-11	-5	27	14	x	-5
MRP reversal cytotoxicity	90	114	x	95	89	87	103	106	x	103
MRP reversal with doxorubicin	81	99	x	101	100	92	75	91	x	108
PLAP inhibitors HTS	14%	8%	-23%	19%	-1%	-19%	-55%	-7%	4%	3%

33) O=C(CSc1nc2c(sc3ccccc32)c(=O)n1Cc1ccco1)NCC1CCCO1 (centres undefined)
34) CCNC(=O)CN(c1ccc(Cl)cc1)S(=O)(=O)c1ccccc1
35) C=CCn1c(=N)c(C(=O)NCCCOC)cc2c(=O)n3cc(C)ccc3nc21
36) c1ccc2c(-n3cccn3)cccc2c1
37) COc1nnc(OC)c2ccccc12
38) CCN(CC)S(=O)(=O)c1cccc(-c2nnc(SCC(=O)c3cc(C)n(C)c3C)o2)c1
39) CCCS(=O)(=O)NCCc1cc2c(OC)ccc(OC)c2[nH]c1=O
40) O=C(C1CCC(=O)N1Cc1cccnc1)N1CCN(c2ccc(F)cc2)CC1 (centres undefined)

Compound	33	34	35	36	37	38	39	40
Bcl-B TR3 displacers	1%	2%	-2%	3%	-10%	-4%	0%	7%
IL1B NFkB pot	2	23	u	11	10	13	22	2
IL1B NFkB pot cell count 2 µM	149	198	x	127	174	141	72	205
NFkB transloc inh	-2	-23	-43	-11	-10	-13	-22	-2
NFkB transloc inh cell count 2 µM	149	198	133	127	174	141	72	205
MRP reversal	15	0	1	21	x	-2	-5	-7
MRP reversal cytotoxicity	90	74	90	117	x	66	72	94
MRP reversal with doxorubicin	75	75	89	96	x	68	77	101
PLAP inhibitors HTS	-11%	-42%	-23%	16%	-14%	-5%	-1%	2%

# Among those listed so far, these contain a thiophene ring, fused or not:
11) CC(NC(=O)c1ccc(F)cc1)C(c1cccs1)N1CCN(C)CC1 (centres undefined)
22) COC(=O)c1sccc1NC(=O)CN(C)NS(=O)(=O)c1ccc(Cl)cc1
33) O=C(CSc1nc2c(sc3ccccc32)c(=O)n1Cc1ccco1)NCC1CCCO1 (centres undefined)

Compound	11	22	33
Bcl-B TR3 displacers	x	-4%	1%
IL1B NFkB pot	37	12	2
IL1B NFkB pot cell count 2 µM	155	145	149
NFkB transloc inh	-37	-12	-2
NFkB transloc inh cell count 2 µM	155	145	149
MRP reversal	6	x	15
MRP reversal cytotoxicity	96	x	90
MRP reversal with doxorubicin	90	x	75
PLAP inhibitors HTS	x	7%	-11%

# (cont.)
41) Cc1cc(NC(=O)CCCC(=O)N(CC(=O)NC2CCCCC2)c2ccccc2)no1
42) CCOC(=O)c1nnc(-c2ccccc2)nc1NCc1ccc(Cl)cc1
43) CCC(=O)Nc1ccc(C(=O)Cn2nc(C(=O)O)c3ccccc3c2=O)cc1
44) CCc1ccc(C2CC(c3ccco3)=NN2S(C)(=O)=O)cc1 (centres undefined)
45) COc1ccccc1OCc1ccc(C(=O)N2N=C(C(F)F)CC2(O)C(F)F)o1 (centres undefined)
46) Cc1nc2cc(-c3cccc(F)c3)nn2c(N2CCN(C(=O)c3ccco3)CC2)c1C
47) FC(F)(F)c1cc(-c2ccc(Cl)cc2)nc(NCc2cccnc2)n1
48) CN(C)S(=O)(=O)c1ccc(N2CCCC2)c(C(=O)Nc2ccc(N3CCOCC3)cc2)c1

Compound	41	42	43	44	45	46	47	48
Bcl-B TR3 displacers	11%	6%	13%	-9%	-4%	3%	-10%	1%
IL1B NFkB pot	-4	7	x	4	-3	12	-2	-10
IL1B NFkB pot cell count 2 µM	123	129	x	198	180	141	153	183
NFkB transloc inh	4	-7	x	-4	3	-12	2	10
NFkB transloc inh cell count 2 µM	123	129	x	198	180	141	153	183
MRP reversal	22	x	8	x	x	x	-21	13
MRP reversal cytotoxicity	99	x	88	x	x	x	51	100
MRP reversal with doxorubicin	77	x	80	x	x	x	71	87
PLAP inhibitors HTS	-20%	-13%	-18%	15%	-57%	18%	16%	-24%

49) CCCCn1c(SCC(=O)N2CCC(C(=O)OCC)CC2)nc2cc(S(N)(=O)=O)ccc21
50) Cn1ccnc1SC(=O)N1c2ccccc2Sc2ccccc21
51) CCCC1(C(=O)OCC)NC(c2ccc(OC)cc2OC)C2C(=O)N(c3ccc4c(c3)OCCO4)C(=O)C21 (centres undefined)
52) N#CC1=C(Nc2ccccc2)SC=C(c2ccc(F)cc2)N=C1N1CCOCC1
53) CC(C)(Cl)C1Cc2cc3ccc(=O)oc3cc2O1 (centres undefined)
54) COc1ccccc1CC(=O)Nc1ccc(-c2noc(COc3cccc(C)c3C)n2)cc1
55) Cc1oc2ccc(O)cc2c1C(=O)OC(C)C
56) CC(=O)c1cccc2c(O)c(C3=Nc4ccccc4C3=O)[nH]c12

Compound	49	50	51	52	53	54	55	56
Bcl-B TR3 displacers	x	-6%	x	0%	1%	20%	x	x
IL1B NFkB pot	37	39	9	11	-6	-9	u	3
IL1B NFkB pot cell count 2 µM	133	81	137	159	128	166	x	103
NFkB transloc inh	-37	-39	-9	-11	6	8	-41	-3
NFkB transloc inh cell count 2 µM	133	81	137	159	128	166	122	103
MRP reversal	-31	-1	-1	15	x	-1	22	0
MRP reversal cytotoxicity	48	79	85	101	x	38	93	2
MRP reversal with doxorubicin	80	80	85	86	x	39	70	2
PLAP inhibitors HTS	x	6%	x	38%	10%	15%	x	x

57) CN1CCN(C(=O)Cn2c(C(F)(F)F)nc3ccccc32)CC1
58) COC(=O)c1nnn(-c2ccccc2)c1N
59) CCC(=O)n1nc(-c2ccccc2)nc1NCc1ccccc1
60) CCOC(=O)c1sc(NC(=O)c2ccc(S(=O)(=O)N(C)C)cc2)cc1C
61) Cc1nn(C)c(C(=O)N2CCc3ccccc32)c1Cl
62) CCCc1cc(=O)oc2cc(OCC(=O)N3CCc4ccccc43)ccc12
63) COCC(=O)N/N=C/c1ccc(Sc2nc3ccccc3s2)o1
64) CC(=O)Nc1ccc(NC(=O)c2ccccc2N(C)S(C)(=O)=O)cc1
65) C=CCn1c(SCc2csc(C)n2)nc2sc3c(c2c1=O)CCCCC3

Compound	57	58	59	60	61	62	63	64	65
Bcl-B TR3 displacers	-5%	x	-3%	-1%	x	7%	-5%	-8%	-8%
IL1B NFkB pot	-11	2	20	19	14	-10	-1	-4	23
IL1B NFkB pot cell count 2 µM	99	145	143	166	106	183	186	100	151
NFkB transloc inh	11	-2	-20	-18	-14	10	1	4	-23
NFkB transloc inh cell count 2 µM	99	145	143	166	106	183	186	100	151
MRP reversal	7	-5	-10	x	-21	30	x	-2	3
MRP reversal cytotoxicity	96	92	101	x	78	89	x	96	68
MRP reversal with doxorubicin	89	97	110	x	99	59	x	99	66
PLAP inhibitors HTS	14%	x	14%	-18%	x	-2%	-27%	18%	-55%
